# NPC1 promoter act: NPC1 promoter activation; 320,000 tested, 2.4% active; AID 485313; Huh7 NPC1 promoter luciferase reporter, 24 h; Potency, µM (top dose mostly 9.22 µM), inactives show at the top dose activation, usual class: activators;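 also: potency is read from the fitted curve at half-maximal effect; % of control where 0% means no effect; nearly all actives have a fitted effect of over 60% in size; reporter is driven by a mutant NPC1 promoter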
#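 Cells: Huh7 expressing luciferase under the NPC1 promoter, 1500/well. Seeded 2 h, compound added, incubated 24 h at 37 °C. Luciferase reagent, 10 min ambient, then luminescence.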
# Rab9 prom act: activators of Rab9 promoter | Huh7 Rab9 promoter-luciferase reporter, luminescence, 24 h | 320,000 tested, 2.8% active | Potency, µM (highest dose often 9.22 µM), for the others: top-dose activation, negative = inhibition, most hits filed as activators | AID 485297; also: potency is read from the fitted curve at half-maximal effect; % of control where 0% means no effect; nearly all actives have a fitted effect of over 60% in size
#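 Quantitative HTS format; Huh7 Rab9-luciferase reporter cells (1500/well) receive compound 2 h post-plating, incubate 24 h at 37 °C, then get luciferase reagent for 10 min before luminescence reading.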
# Menin-MLL TR inh: displaces Texas Red mutant MLL peptide from human menin. Menin + Texas Red MLL mutant peptide, fluorescence polarization. Potency, µM (highest dose often 61.6 µM), without a hit: at the top dose FP activity change, negative = inhibition, most hits filed as inhibitors. 270,000 tested, 0.23% active. AID 1768; active = well fitted inhibition curve with a large enough effect in the polarisation, with a control signal flat, not every such curve was filed as active; inconclusive = small, poorly fitted or top-dose-only effect, or effect the other way, or a change in a side signal; inactive = no such curve, though single readings can be large or run the other way; the % refers to the polarisation; also: potency is read from the fitted curve at half-maximal effect; % of control where 0% means no effect; many of its hits are not listed in these tables
# FLuc modulator: counter-screen for miR-21 project: firefly luciferase inhibitors or activators; P08659; purified FLuc, Km substrates, luminescence inhibition; Potency, µM (top dose mostly 57.5 µM), for inactives: at the highest dose activity change, negative = inhibition, most hits filed as inhibitors; 360,000 tested, 6.9% active; AID 588342;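 also: potency is read from the fitted curve at half-maximal effect; plate controls were vehicle for no effect and reference inhibitor for full effect; nearly all actives have a fitted effect of over 55% in size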
#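 Biochemical qHTS of compounds, final roughly 60 µM downward over six points, against 10 nM purified firefly luciferase using Km concentrations of substrates (10 uM D-luciferin, 10 uM ATP) in Tris acetate pH 7.5 buffer; luminescence output.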
# Gal4-VP16 FLuc: counter-screen for ROR gamma inhibitors: Gal4-VP16 reporter; Drosophila S2 Gal4-VP16 UAS-luciferase, luminescence, 20 h; Potency, µM (series often up to 53.6 µM), inactives show at the highest dose activity, negative = inhibition, actives largely listed as inhibitors; 310,000 tested, 3.5% active; AID 2546;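 also: Gal4-VP16 expression switched on by copper sulfate through the metallothionein promoter; potency is read from the fitted curve at half-maximal effect; % is scaled to controls: 0 for no effect and ±100 for the full control effect; nearly all actives have a fitted effect of over 50% in size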
# MBNL1 CUG block: blocks human MBNL1 binding to CUG repeat RNA; Q9NR56; TR-FRET MBNL1-His/biotin-(CUG)12 binding, 665/545 ratio; Potency, µM (series often up to 57.5 µM), without a hit: top-dose activity change, negative = inhibition, usual class: inhibitors; 280,000 tested, 0.036% active; active = well fitted inhibition curve with a large enough effect in the signal ratio, with a control signal flat, not every such curve was filed as active; inconclusive = small, poorly fitted or top-dose-only effect, or effect the other way, or a change in a side signal; inactive = no such curve, though single readings can be large or run the other way; the % refers to the signal ratio; also: potency is read from the fitted curve at half-maximal effect; % is scaled to controls: 0 for no effect and ±100 for the full control effect
# Target sequence (Q9NR56 whole entry, looked up): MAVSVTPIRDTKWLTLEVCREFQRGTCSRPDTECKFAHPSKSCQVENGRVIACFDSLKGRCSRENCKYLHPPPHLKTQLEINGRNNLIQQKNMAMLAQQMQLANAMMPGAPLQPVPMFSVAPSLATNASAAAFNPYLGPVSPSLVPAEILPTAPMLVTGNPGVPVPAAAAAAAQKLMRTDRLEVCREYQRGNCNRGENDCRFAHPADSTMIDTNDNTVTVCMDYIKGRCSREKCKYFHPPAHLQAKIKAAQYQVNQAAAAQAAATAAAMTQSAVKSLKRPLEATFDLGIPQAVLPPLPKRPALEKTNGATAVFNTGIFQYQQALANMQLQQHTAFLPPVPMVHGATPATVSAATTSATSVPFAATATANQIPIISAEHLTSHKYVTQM
#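 MBNL1-His + Biotin-(CUG)12, cpd titration 92 nM–58 uM; Tb anti-His Ab 0.055 ng/ul, SA-XL665 5 nM (final); 60 min RT; ratiometric 665/545 nm, Ex 340 nm; normalized to buffer and full-complex controls.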
# PKM2 activator: activators of human pyruvate kinase M2. purified PKM2, Kinase-Glo ATP luminescence, activation; response scale: 0% is enzyme alone, no compound. Potency, µM (titrated, usually from 57.5 µM), for the others: at the top dose activation, most hits filed as activators. P14618. 260,000 tested, 0.34% active; also: potency is read from the fitted curve at half-maximal effect; % is scaled to controls: 0 for no effect and ±100 for the full control effect; nearly all actives have a fitted effect of over 55% in size
#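 Purified hPK-M2 (>95% pure) converted ADP (0.1 mM final) to ATP with 0.5 mM PEP in 50 mM imidazole pH7.2, KCl, MgCl2, Tween 20, BSA; 1 h at room temperature. ATP detected by Kinase-Glo luminescence.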
# KCNH2 3.1 inh: inhibitors of human KCNH2 3.1 potassium channel isoform | U2OS KCNH2 3.1, thallium flux FluxOr; active compounds read low | AID 720553 | activity change, % (tested at about 1.8 µM) | 340,000 tested, 0.95% active;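 active = maximum activity change below -70%; inconclusive = maximum activity change from -70% to -50%; inactive = maximum activity change above -50%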;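 also: thallium influx rate constant from kinetic fluorescence after stimulation buffer; % is scaled to controls: 0 for no effect and ±100 for the full control effect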
#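 Kinetic fluorescence (2 min after stimulation buffer) measures Tl+ influx through KCNH2 3.1 expressed by viral transduction in U2OS cells; the rate constant is normalized against DMSO controls serving as positive and negative references.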
# Mito fusion yeast: blocks mitochondrial division or promotes mitochondrial fusion. S. cerevisiae fusion-defective mutant growth rescue, CellTiterGlo 48 h. Potency, µM (top dose mostly 46.1 µM), inactives show at the highest dose growth rescue (activation), hits mostly activators. 320,000 tested, 0.23% active;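 also: potency is read from the fitted curve at half-maximal effect; % of control where 0% means no effect; nearly all actives have a fitted effect of over 45% in size; temperature-sensitive fusion mutants such as fzo1-1 at 37 °C on non-fermentable ethanol glycerol medium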
#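 Read-out: ATP-based luminescence (CellTiterGlo, 10 min ambient) reporting growth of fusion-defective ts yeast after 48 hours at 37C on glycerol/ethanol YPEG medium in the presence of compound.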
# ELG1 repair inh: inhibitors of ELG1-dependent DNA repair in HEK293T cells | HEK293T ELG1-luciferase reporter, luminescence, 16 h; DNA damage induced by 5-fluorouridine | 330,000 tested, 2.3% active | Potency, µM (top dose mostly 46.1 µM), for inactives: at the top dose activity change, negative = inhibition, usual class: inhibitors; also: potency is read from the fitted curve at half-maximal effect; % is scaled to controls: 0 for no effect and ±100 for the full control effect; nearly all actives have a fitted effect of over 55% in size
#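 DMSO vehicle served as the neutral condition. Each well held 2,000 cells given 5-fluorouridine plus compound; after 16 hr at 37 °C/5% CO2, ONE-Glo was added and luciferase measured 30 min later.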
# RORgamma inh: inhibitors of mouse ROR gamma transcriptional activity; P51450; Drosophila S2 Gal4-RORgamma UAS-luciferase reporter, 20 h; 310,000 tested, 5.4% active; Potency, µM (titrated, usually from 53.6 µM), for the others: at the highest dose activity change, negative = inhibition, hits mostly inhibitors; also: potency is read from the fitted curve at half-maximal effect; % is scaled to controls: 0 for no effect and ±100 for the full control effect; nearly all actives have a fitted effect of over 60% in size
# Target sequence (P51450 whole entry, looked up, the tested form may be a part): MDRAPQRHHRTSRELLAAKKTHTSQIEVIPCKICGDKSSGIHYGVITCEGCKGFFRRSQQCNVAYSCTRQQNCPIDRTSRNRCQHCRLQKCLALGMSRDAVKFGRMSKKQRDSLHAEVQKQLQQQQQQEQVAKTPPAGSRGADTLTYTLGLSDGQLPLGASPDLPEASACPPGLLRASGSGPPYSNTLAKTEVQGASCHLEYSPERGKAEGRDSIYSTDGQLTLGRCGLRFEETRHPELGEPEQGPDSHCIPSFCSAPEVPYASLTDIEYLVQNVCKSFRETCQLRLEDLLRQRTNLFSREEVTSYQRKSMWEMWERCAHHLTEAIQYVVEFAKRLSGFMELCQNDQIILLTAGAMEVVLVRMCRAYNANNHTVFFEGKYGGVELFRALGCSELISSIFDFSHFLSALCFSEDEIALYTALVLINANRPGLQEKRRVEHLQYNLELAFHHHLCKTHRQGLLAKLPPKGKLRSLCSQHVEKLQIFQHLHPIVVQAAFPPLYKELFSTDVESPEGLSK
#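 Compounds are pin-transferred onto Drosophila Schneider cells expressing a copper-inducible Gal4–ROR gamma transactivation domain fusion. After 1 hr, copper sulfate is added to 700 uM final; luciferase is read 20 hr later.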
# The depositor's hits bear a star; ? = inconclusive; nt = not tested or not shown; [ ] = dose if it differs, or a comment. Unless noted, calls follow the shape of the dose curve; as a rule, active = well fitted curve in the direction sought with a large enough effect; inconclusive = small, poorly fitted or top-dose-only effect, or another doubt; inactive = no such curve, though single readings can be large; an effect the other way counts as inactive or inconclusive. This is a subset, so the mix of outcomes need not match the whole.
SMILES,NPC1 promoter act,Rab9 prom act,Menin-MLL TR inh,FLuc modulator,Gal4-VP16 FLuc,MBNL1 CUG block,PKM2 activator,KCNH2 3.1 inh,Mito fusion yeast,ELG1 repair inh,RORgamma inh
c1ccc(-c2noc(-c3ccc4c(c3)OCO4)n2)nc1,?,?,-8%,0.24µM*,3.2µM*,13%,-76%,4,-27%,?,3.2µM*
CCOc1ccccc1NC(=O)CSc1nnc(-c2cccnc2)o1,8%,-28%,nt,-2%,nt,nt,nt,-6,13%,5%,nt
Cc1n[nH]c(=O)c2ccccc12,-4%,-5%,nt,-2%,-12%,-6%,0%,-11,3%,3%,1%
CC(NC(=O)CSc1nc2ccccc2c(=O)n1CCCO)c1ccccc1 (stereo unspecified),-2%,4%,3%,-15%,-1%[0.365 µM],-3%,11%,6,-2%,4%,45%
Cc1ccc(/C=C2/SC(=S)N(CCC(=O)N3CCN(C)CC3)C2=O)cc1,-1%,-8%,-20%,?,7%,?,14%,5,-8%,-19%,-29%
O=C(N/N=C/c1ccc([N+](=O)[O-])o1)c1ccccc1NS(=O)(=O)c1cccs1,-4%,-3%,nt,?,-10%,?,?,-9,-1%,?,-22%
CC(C)C(NC(=O)C1CCCCC1)C(=O)Nc1ccncc1 (stereo unspecified),-2%,1%,-11%,2%,0%,-2%,-2%,17,-2%,-7%,0%
CN(Cc1ccc(F)cc1)C(=O)c1ccc(NS(=O)(=O)c2ccccc2)cc1,-6%,-4%,nt,0%,nt,nt,nt,9,5%,-3%,nt
CC(=O)c1cccc(NC(=O)N2CCC(NC(=O)c3ccco3)CC2)c1,2%,2%,6%,-3%,-6%,3%,-2%,-5,1%,-1%,7%
Brc1cc(Br)c2nc3c(cc2c1)CCC3,-3%,1%,3%,-10%,-2%,?,nt,-12,-25%,10%,-29%
COc1ccc(CCNC(=O)Cc2cccs2)cc1,0%,-1%,-7%,-2%,-4%,nt,-2%,-4,2%,13%,29%
NNc1nnc(-c2ccccc2)c(-c2ccccc2)n1,-1%,-5%,14%,-2%,?,?,10%,21,0%,?,11µM*
COc1ccc(CC(=O)N(Cc2cc3cc(OC)ccc3[nH]c2=O)C(C)C)cc1,-4%,-3%,5%,6%,-7%,1%,-7%,nt,-1%,-19%,9%
C#CCOCCOCCOCCNc1nc(N2CCN(C(=O)[C@H](CCC(=O)O)n3cc(C(N)CO)nn3)CC2)nc(N2CCN(C(=O)[C@H](Cc3ccc(O)cc3)n3cc(C(N)[C@H](C)CC)nn3)CC2)n1 (stereo partly specified),-1%,-2%,-13%,0%,-1%,-6%,3%,-12,-3%,19%,-13%
CCOC(=O)NN=C1CN(S(=O)(=O)c2ccc(C)cc2)C1,-4%,6%,-1%,0%,2%,-3%,2%,9,-7%,14%,-2%
COc1cc(-c2nc(-c3ccc(-c4ccccc4)nc3OC)no2)cc(OC)c1OC,8%,1%,-1%,1%,1%,-5%,2%,nt,-3%,-5%,0%
Cc1ccc(-n2cc(CN(C)Cc3ncc[nH]3)c(-c3cccc(C)c3)n2)cc1,2%,-8%,-1%,?,6.3µM*,-1%,7%,-24,-9%,?,-2%
N=c1n(Cc2ccc(Cl)cc2)c2ccccc2n1CC(O)COc1ccccc1 (stereo unspecified),-8%,-4%,-16%,0%,4%,-5%,11%,-85*,1%,?,4%
COc1ccc(NC(=O)CSc2ccc(C)cc2)cc1,?,27%,-28%,21µM*,5%,-6%,-4%,7,5%,?,?
CCCCOc1ccc(C(=O)Nc2ccc(OCC(=O)N3CCOCC3)cc2)cc1,?,22%,-11%,1.1µM*,?,-2%,-3%,8,1%,?,-34%
Cc1nc(CS(=O)(=O)c2ccc(Cl)cc2)cc(Sc2ccc(Cl)cc2)n1,-3%,-2%,-18%,2%,11µM*,-2%,-4%,4,?,21µM*,?
Cc1cc(C(=O)NCc2ccccc2Cl)c2ccccc2n1,0%,1%,-2%,?,?,-1%,5%,6,4%,-1%,?
CCCCC(=O)Nc1cc(C(=O)NCCc2ccccc2)ccc1Cl,2.2µM*,2.5µM*,17%,-4%,-25%,-1%,2%,9,-1%,?,6%
CCc1ccccc1NC(=O)c1cc(C2CC2)on1,1%,11%,11%[11.7 µM],-11%,10%,11%,-6%,6,-4%,?,16%
N#CC1=C(N)Oc2cc(O)ccc2C1c1cccnc1 (stereo unspecified),-2%,2%,16%,2%,-2%,4%,9%,3,0%,8%,1%
CC(=O)c1c(N2CCN(CCO)CC2)nc(=S)n(-c2ccccc2)c1C,2%,-5%,-12%,-1%,-1%,0%,8%,5,11%,12%,18%
O=C(Nc1ccc2nc(-c3ccco3)c(-c3ccco3)nc2c1)NC1CC1,18%,28%,?,6µM*,29%,?,28%,7,0%,?,-14%
O=C1/C(=C/c2ccc(O)cc2)SC(=S)N1CC1CCCO1 (stereo unspecified),-5%,23%,nt,?,?,nt,4%,2,3%,?,-70%
Cc1c(C)n(CCc2ccccc2)c2ncnc(NCCCO)c12,1.8µM*,1.6µM*,0%,11µM*,-23%,0%,nt,-19,-26%,?,7%
COc1ccc(CC(=O)NC(c2ccccc2)c2ccc(C)cc2)c(OC)c1 (stereo unspecified),-2%,-12%,?,3%,8%,-1%,nt,-2,3%,?,-24%
O=C(CCCN1C(=O)C2C3C=CC(C3)C2C1=O)N1CCN(c2ccccc2)CC1 (stereo unspecified),3%,1%,nt,-1%,-6%,3%,8%,7,0%,2%,?
CC(=O)Nc1ccc(NC(=O)Nc2ccc3c(c2)N(C)C(=O)CS3)cc1,-6%,0%,-2%,-17%,-8%,-8%,8%,21,-5%,?,26%
CCc1cc2c(=O)c(-c3nc4ccccc4n3C)c(C)oc2c(CN2CCOCC2)c1O,1%,-1%,-12%,1%,-11%,0%,0%,-15,-8%,-14%,11%
O=C(NCc1cccnc1)C(=O)NCC1OCCCN1S(=O)(=O)c1ccc(F)cc1 (stereo unspecified),-6%,4%,nt,5%,-7%,-3%,2%,-3,0%,10%,9%
CCCNC(=O)c1ccc2snnc2c1,0%,2%,10%,-1%,3%,5%,13%,2,1%,16%,-42%
O=C(Nn1cnnc1)c1cc([N+](=O)[O-])cc([N+](=O)[O-])c1,-2%,2%,5%,2%,3%,?,0%,-5,-3%,-5%,36%
c1cncc(CNc2ncnc3sccc23)c1,-3%,-1%,-3%,0%,-12%,1%,0%,13,-1%,21µM*,?
Cn1c(NCCO)nc2c1c(=O)n(Cc1cccc(Cl)c1)c(=O)n2C,-3%,-3%,-1%,0%,0%,-3%,nt,-10,6%,-2%,-3%
CCOc1cc(/C=C/c2cc(C(=O)O)c3ccccc3n2)ccc1O,1%,2%,12%,4.3µM*,?,17%,1%,13,-4%,?,?
Cc1ccc(SCn2nnc3ccccc3c2=O)c(C)c1,?,2.5µM*,3%,19µM*,-17%,3%,2%,8,-1%,?,20%
C=CCN(C(=O)CCC(=O)Nc1cc(C)on1)C(C(=O)NC1CCCC1)c1ccc(OC)cc1OC (stereo unspecified),?,0%,?,1%,-3%,-4%,nt,0,1%,0%,24%
CCOC(=O)c1c(SC)n(-c2ccccc2)c(=S)n(-c2ccccc2)c1=O,0%,-2%,?,1%,0%,-14%,nt,-7,14%,14%,1%
O=C(COc1cc2oc(=O)cc(-c3ccccc3)c2cc1Cl)NCC1CCC(C(=O)O)CC1 (stereo unspecified),2%,-4%,5%,?,0%,?,-5%,2,4%,17%,3%
COc1cc(C(=O)Nc2ccc3c(c2)OCCO3)ccc1OC(C)C,?,3.2µM*,14%,7.6µM*,?,-10%,-29%,-1,11%,?,22%
Cc1cc([N+](=O)[O-])nn1CC(=O)NCCCn1ccnc1,-11%,-3%,7%,1%,5%,9%,-3%,nt,-2%,2%,-2%
COc1cc(/C=C/C(=O)NCc2cccnc2)cc(OC)c1OC,0%,0%,3%,-1%,-8%,3%,-11%,9,-1%,?,-36%
NCCCCCc1nnc(SCC(=O)c2ccc(Cl)cc2)o1,0%,-8%,6%,1%,5%,-4%,-4%,-3,-7%,11%,-19%
CCN(CC)c1ccc(/C=N/NC(=O)Cc2cccs2)c(O)c1,-30%[inhibitor],-39%[inhibitor],-4%,?,0.56µM*,10%,-4%,-30,1%,19%,0.18µM*

# High-throughput results from PubChem BioAssay.
